Compound activity: PubChem, National Center for Advancing Translational Sciences (NCATS)
HTT aggregate – reduces HttQ103-GFP aggregates in PC12 cells | PC12 HttQ103-GFP aggregates, Acumen cytometry, 40 h | Potency, µM (doses to about 46.1 µM), inactives show at the top dose activity change, negative = inhibition, actives largely listed as inhibitors | 220,000 compounds, 1.1% hits; also: % is scaled to controls: 0 for no effect and ±100 for the full control effect; nearly all actives have a fitted effect of over 60% in size
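PC12 cells with ecdysone-inducible HTT exon1 Q103-GFP, induced by 100 nM tebufenozide, given compounds in a concentration series. GFP aggregates (1–25 um, 6 SD above background) counted in lysates by laser-scanning cytometry, 488 nm excitation.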
IMPase Li inh – membrane-permeable IMPase blocker, potentiated with lithium. CHO-M1 cells, IP1 TR-FRET (IP-One), carbachol + lithium. Potency, µM (top dose mostly 59.4 µM), for the others: top-dose activity, negative = IMPase inhibition, usual class: inhibitors. 210,000 compounds, 0.35% hits. AID 1457;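 also: IP1 builds up when IMPase is blocked and the TR-FRET signal falls; plate controls were basal vehicle for no effect and high inhibitor control for full effect; nearly all actives have a fitted effect of over 50% in size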
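Lithium-sensitised IP1 accumulation assay; M1-expressing CHO cells treated 30 min at 37C with compound. Competitive antibody detection by time-resolved FRET followed a 10 min room-temperature lysis step.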
GAA inhib – alpha-glucosidase (human) inhibition. Potency, µM (doses to about 76.9 µM), inactives show at the top dose activity change, negative = inhibition, hits mostly inhibitors. 200,000 compounds, 0.005% hits. purified human GAA, 4-MU-alpha-glucoside fluorescence. P10253. AID 1466;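 also: plate controls were uninhibited enzyme wells for no effect and no-enzyme background for full effect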
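Read-out is 4-methylumbelliferone fluorescence (Ex 365/Em 440 nm) after NaOH/glycine stop at pH 10. Enzyme 4 nM, substrate 400 uM, pH 5.0 citrate buffer, 20 min room temperature; AC50 from Hill-equation concentration-response.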
GAA glycogen – alters human alpha-glucosidase cleavage of glycogen; recombinant GAA, glycogen substrate, Amplex Red glucose oxidase fluorescence; Potency, µM (titrated, usually from 76.4 µM), for the others: top-dose activity change, negative = inhibition, actives largely listed as inhibitors; 300,000 compounds, 0.38% hits;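 also: 0% = full enzyme reaction and -100% = no-enzyme basal signal; the screen sought inhibitors and activators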
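qHTS, 1536-well; enzyme 4 nM final; cpd up to 77 uM; substrate bovine liver glycogen 30 ug; 50 mM citrate/phosphate pH 5.0, 0.01% Tween-20; 37 C, 40 min; Amplex Red detection 45 min RT; Hill fit → AC50.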
HTT cytoprotect – Huntington cell model cytoprotection by ATP luminescence. PC12 HTT-Q103 induced, cytoprotection, ATP luminescence, 40 h. Potency, µM (top dose mostly 56.4 µM), without a hit: cytoprotection (ATP increase), hits mostly activators. 230,000 compounds, 0.14% hits;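 also: % of control where 0% means no effect; nearly all actives have a fitted effect of over 45% in size; toxic huntingtin expression switched on by the ecdysone agonist tebufenozide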
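Rat PC12, Q103 Htt exon1-GFP fusion, ecdysone promoter; tebufenozide inducer 100 nM final; compound titration; qHTS, 1500 cells/well; ATPlite luminescent read.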
GAA spleen mod – lysosomal alpha-glucosidase (human) modulation; P10253; human spleen homogenate, 4-MU-alpha-glucoside fluorescence; Potency, µM (titrated, usually from 79.9 µM), inactives show at the highest dose activity change, negative = inhibition, usual class: inhibitors; 240,000 compounds, 0.006% hits;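 also: 0% = enzyme with vehicle and -100% = no enzyme basal signal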
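Human spleen homogenate (1 ug) with 4-methylumbelliferyl-alpha-D-glucopyranoside (1 mM final) in 50 mM citrate/phosphate pH 5.0, 0.01% Tween-20; 40 min at 37 C. Stopped at pH 10; 4-MU fluorescence Ex 365/Em 440 nm; AC50 by Hill fit.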
GoLoco inh red – inhibitors of human Gai1-RGS12 GoLoco interaction (red fluorophore); P63096; Gai1:RGS12 GoLoco peptide FP, rhodamine, 10 min; Potency, µM (highest dose often 61.6 µM), for the others: at the top dose activity, negative = inhibition, actives largely listed as inhibitors; 230,000 compounds, 0.44% hits; AID 880; active = well fitted inhibition curve with a large enough effect, not every such curve was filed as active; inactive = no such curve, though single readings can be large or run the other way; also: % is scaled to controls: 0 for no effect and ±100 for the full control effect; nearly all actives have a fitted effect of over 30% in size; many of its hits are not listed in these tables
Target sequence (P63096 whole entry, looked up): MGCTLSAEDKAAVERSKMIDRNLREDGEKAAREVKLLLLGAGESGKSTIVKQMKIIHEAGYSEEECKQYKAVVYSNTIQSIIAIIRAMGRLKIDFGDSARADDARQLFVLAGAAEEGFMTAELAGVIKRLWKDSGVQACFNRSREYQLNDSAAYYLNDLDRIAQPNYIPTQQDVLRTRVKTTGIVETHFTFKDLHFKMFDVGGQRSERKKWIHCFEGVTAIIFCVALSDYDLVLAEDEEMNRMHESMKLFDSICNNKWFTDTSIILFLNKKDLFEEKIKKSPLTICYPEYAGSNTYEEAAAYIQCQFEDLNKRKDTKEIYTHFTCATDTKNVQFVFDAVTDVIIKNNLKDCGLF
Numbers without * were called inactive; ? = inconclusive; . = no result given; [ ] = another dose, or the depositor's remark. Unless noted, calls follow the shape of the dose curve; as a rule, active = well fitted curve in the direction sought with a large enough effect; inconclusive = small, poorly fitted or top-dose-only effect, or another doubt; inactive = no such curve, though single readings can be large; an effect the other way counts as inactive or inconclusive. Potency is read from the fitted curve at half-maximal effect.

Compound	HTT aggregate	IMPase Li inh	GAA inhib	GAA glycogen	HTT cytoprotect	GAA spleen mod	GoLoco inh red
CN(C(=O)COC(=O)c1ccc(Cl)nc1)C1CCS(=O)(=O)C1 (stereo not drawn)	-9%	4%	2%	7%	-37%[inhibitor]	-1%	-4%
Cc1ccc([N+](=O)[O-])c(OCC(=O)OCC(=O)c2ccccc2)c1	-14%	0%	4%	10%	-1%[10 µM]	-6%	4%
O=C(CCN1C(=O)/C(=C\c2cccs2)SC1=S)NC1=NCCS1	?	7%	5%	2%	.	-12%	21%
CCOc1cc(-c2cc(N)n[nH]2)cc(OCC)c1OCC	-19%	-3%	-6%	?	-4%[10 µM]	-3%	7%
CC1C2CC(C(CN(C)C)/C2=N/O)C1(C)C (stereo not drawn)	31%	15%[38.3 µM]	5%	3%	-20%	-1%	8%
CSC(=NC1CCCCC1)NS(=O)(=O)c1ccccc1	-8%	2%[38.3 µM]	-20%	-5%	7%	-10%	-6%
COc1ccc2nc(NC(=O)CSc3nc(C)cc(=O)[nH]3)sc2c1	-6%	32%[38.3 µM]	1%	1%	-1%	3%	49%[activator]
COc1ccccc1S(=O)(=O)Nc1cccc(-c2nnc3n2CCCCC3)c1	?	13%[38.3 µM]	-7%	0%	14%	-3%	3%

Three entries from above, arranged by SMILES length, lowest first:
Compound	HTT aggregate	IMPase Li inh	GAA inhib	GAA glycogen	HTT cytoprotect	GAA spleen mod	GoLoco inh red
CCOc1cc(-c2cc(N)n[nH]2)cc(OCC)c1OCC	-19%	-3%	-6%	?	-4%[10 µM]	-3%	7%
COc1ccc2nc(NC(=O)CSc3nc(C)cc(=O)[nH]3)sc2c1	-6%	32%[38.3 µM]	1%	1%	-1%	3%	49%[activator]
COc1ccccc1S(=O)(=O)Nc1cccc(-c2nnc3n2CCCCC3)c1	?	13%[38.3 µM]	-7%	0%	14%	-3%	3%

Additional compounds.
Compound	HTT aggregate	IMPase Li inh	GAA inhib	GAA glycogen	HTT cytoprotect	GAA spleen mod	GoLoco inh red
CCC(CC)NC(=O)c1cc(OC)c(OC)cc1[N+](=O)[O-]	?	.	-5%	-5%	-20%	-8%	.
c1ccc(NCCSc2nc3ccccc3s2)cc1	.	3%	.	.	3%[10 µM]	.	6%[14.2 µM]
COc1cc(C(=O)N(c2ccc(C)c(C)c2)C2C=CS(=O)(=O)C2)cc(OC)c1OC (stereo not drawn)	16%	0%	0%	0%	20%	2%	-5%
O=C(O)/C(=C\c1ccco1)NC(=O)c1ccccc1	17%	-1%	9%	4%	-9%[10 µM]	-3%	11%
COc1ccc(-c2c(C)cc3oc(=O)cc(-c4ccccc4)c3c2C)cc1F	.	5%	.	.	-62%[inhibitor]	6%[119 µM]	-5%[88.7 µM]
CC1CCCCC1NC(=O)COC(=O)c1ccccc1NC(=O)c1ccco1 (stereo not drawn)	3%	-7%[38.3 µM]	-5%	-6%	-8%	-6%	15%
N/C(=N\OC(=O)COc1ccc(Br)cc1Cl)c1ccncc1	-1%	-2%	-1%	-5%	16%[0.074 µM]	0%	13%
COc1cc2[nH]c(=S)nc(Nc3ccc(NC(C)=O)cc3)c2cc1OC	-10%	6%	-2%	-28%	-21%[10 µM]	8%	10%

Remaining list, next part
Compound	HTT aggregate	IMPase Li inh	GAA inhib	GAA glycogen	HTT cytoprotect	GAA spleen mod	GoLoco inh red
CCN(CC)S(=O)(=O)c1cccc(C(=O)Nc2nc3cc4c(cc3s2)OCCO4)c1	?	1%[38.3 µM]	-6%	2%	-23%	-8%	-9%
O=C(CSc1ccccc1)Nc1ccccc1C(=O)O	11%	-4%[38.3 µM]	0%	6%	-24%	-2%	3%
Cc1nnc(SCc2cccs2)[nH]c1=O	-13%	8%	1%	3%	-27%[0.074 µM]	5%	1%
O=C(Nc1ccc(F)c([N+](=O)[O-])c1)C1CC(=O)N(Cc2ccccc2)C1 (stereo not drawn)	-8%	0%	2%	-3%	-34%[inhibitor]	-3%	0%
Cc1ccc(CNc2ncc(-c3ccccc3)n2C)o1	5%[9.22 µM]	20%	-31%	?	6%[10 µM]	-2%	-5%
NS(=O)(=O)c1ccc(NC(=O)/C=C/c2ccccc2Cl)cc1	30%	-16%	7%	5%	-40%[inhibitor]	6%	3%
Cc1ccc(C(=O)Nc2ccc(C(=O)/C=C/c3cccs3)cc2)cc1	-5%	-28%[38.3 µM]	3%	3%	-27%	-1%	2%
O=c1oc2ccccc2cc1-c1csc(NN=C2CCCC2)n1	0%	10%	2%	?	1%[10 µM]	3%	5%

Compound profiles, from the list above. Screens in order: HTT aggregate | IMPase Li inh | GAA inhib | GAA glycogen | HTT cytoprotect | GAA spleen mod | GoLoco inh red
Profile of `Cc1ccc(CNc2ncc(-c3ccccc3)n2C)o1` : 5%[9.22 µM] | 20% | -31% | ? | 6%[10 µM] | -2% | -5%
Profile of `CCN(CC)S(=O)(=O)c1cccc(C(=O)Nc2nc3cc4c(cc3s2)OCCO4)c1` : ? | 1%[38.3 µM] | -6% | 2% | -23% | -8% | -9%
Profile of `O=c1oc2ccccc2cc1-c1csc(NN=C2CCCC2)n1` : 0% | 10% | 2% | ? | 1%[10 µM] | 3% | 5%
Profile of `NS(=O)(=O)c1ccc(NC(=O)/C=C/c2ccccc2Cl)cc1` : 30% | -16% | 7% | 5% | -40%[inhibitor] | 6% | 3%
Profile of `O=C(CSc1ccccc1)Nc1ccccc1C(=O)O` : 11% | -4%[38.3 µM] | 0% | 6% | -24% | -2% | 3%

Remaining list, next part:
Compound	HTT aggregate	IMPase Li inh	GAA inhib	GAA glycogen	HTT cytoprotect	GAA spleen mod	GoLoco inh red
COc1ccccc1NC(=O)c1nn(-c2ccc(OC(F)(F)F)cc2)ccc1=O	-13%	26%[38.3 µM]	-12%	7%	27%[10 µM]	-3%	13%
O=C(N/N=C/c1ccc(O)cc1)c1cc[n+](Cc2ccccc2)cc1	8%	16%	1%	?	21%[10 µM]	4%	9%
CN1CCN(S(=O)(=O)c2ccc(Sc3nnc(-c4cccs4)n3-c3ccccc3)nc2)CC1	0%	6%[38.3 µM]	8%	-13%	7%[10 µM]	-5%	-5%
O=c1cc(CSc2nnnn2-c2ccccc2)nc2sccn12	6%	7%	-3%	-8%	-25%[10 µM]	7%	-5%
CCCCn1c(CCCNC(=O)CC)nc2ccccc21	?	31%[38.3 µM]	?	0%	13%[10 µM]	-3%	-9%
CCOC(=O)c1[nH]c2ccccc2c1NC(=O)c1ccc2c(c1)OCO2	9%	-29%[38.3 µM]	-3%[15.4 µM]	3%	-71%[inhibitor]	11%	0%
CCOC(=O)c1cc2c(=O)n3ccccc3nc2n(CCCOC)c1=NC(=O)c1ccncc1	?	0%	?	-3%	-30%	26%	14%
O=C1c2ccccc2C(=O)N1CCc1csc(-c2cccc(Cl)c2)n1	-7%	7%	-11%	-2%	-7%[10 µM]	-4%	0%

Carrying on:
Compound	HTT aggregate	IMPase Li inh	GAA inhib	GAA glycogen	HTT cytoprotect	GAA spleen mod	GoLoco inh red
CN(C)c1nc(OCCNC(=O)Nc2ccccc2)nc(N2CCOCC2)n1	0%	19%[38.3 µM]	-4%	3%	6%	-1%	4%
Cc1ccc(Nc2ccc3nonc3c2[N+](=O)[O-])cc1	-2%	-8%	-5%	10%	-12%	-2%	-4%
COC(=O)c1ccc(C(NC(=O)c2cccnc2)NC(=O)c2cccnc2)cc1	10%	-6%	5%	4%	-36%[inhibitor]	2%	2%
CCOC(=O)c1sc(NC(=O)CSc2n[nH]c(CC(C)C)n2)nc1C	4%	11%	-6%	-4%	3%[10 µM]	-3%	1%
Cc1cc(C)c(C)c(S(=O)(=O)NCC(=O)Nc2sc3c(c2C(N)=O)CCCC3)c1C	-7%	19%[38.3 µM]	-10%	1%	9%	-5%	6%
O=C(CN1CCOCC1)NN1CC(=O)N(c2ccc(Cl)cc2)CC1=O	-1%[9.22 µM]	.	.	5%	1%[10 µM]	0%	5%
O=C(CN(Cc1ccco1)S(=O)(=O)c1cccs1)Nc1ccccc1C(F)(F)F	-5%[9.22 µM]	9%[38.3 µM]	-1%	-6%	21%[4.97 µM]	10%	1%
O=C(NCCCN1CCCCCC1)C1CC(=O)N(CCc2ccccc2)C1 (stereo not drawn)	22%	-1%[38.3 µM]	4%	30%	-5%	5%	5%

Next section
Compound	HTT aggregate	IMPase Li inh	GAA inhib	GAA glycogen	HTT cytoprotect	GAA spleen mod	GoLoco inh red
O=C(/C=C/c1ccc(-c2ccc(F)cc2)o1)N1CCCC1	-10%	-5%	2%	-8%	-15%[10 µM]	-25%	6%
CCN1CCN(CC(=O)N2N=CCC2c2ccccc2)CC1 (stereo not drawn)	4%[9.22 µM]	.	.	6%	17%[10 µM]	-5%	1%
CC(NC(=O)c1ccc(CS(=O)(=O)Cc2ccccc2F)o1)c1ccc2c(c1)OCCO2 (stereo not drawn)	11%	1%	?	4%	1%[10 µM]	-5%	1%
CN1CCN(C(=S)NC(=O)/C=C/c2cccc3ccccc23)CC1	22%	2%[38.3 µM]	-5%	-10%	4%	0%	4%
Cc1ccc(S(=O)(=O)/C=C2\NC(=O)CS2)cc1	6%	18%[38.3 µM]	-1%	-28%	-6%	-20%	0%
COC(=O)c1cccc(CSc2nnc(-c3ccco3)n2-c2ccccc2)c1	-2%	36%[38.3 µM]	-22%	-1%	-4%	-5%	-7%
CCC(C(=O)Nc1ncn[nH]1)(C(F)(F)F)C(F)(F)F	25%	-1%[38.3 µM]	-6%	2%	-8%	0%	-2%
CSCCC(NC(N)=O)C(=O)NCc1ccccc1Cl (stereo not drawn)	-13%	11%[38.3 µM]	3%	1%	-4%[10 µM]	-5%	3%

Additional records.
Compound	HTT aggregate	IMPase Li inh	GAA inhib	GAA glycogen	HTT cytoprotect	GAA spleen mod	GoLoco inh red
CC(C)[C@H](NC(=O)c1ccc(F)cc1)C(=O)OCC(=O)NC(=O)c1cccn1C	9%	-5%	-1%	-5%	20%[10 µM]	4%	10%
CC(=O)c1c(N2CCOCC2)nc(=O)n(-c2ccccc2)c1C	-5%	0%[38.3 µM]	-1%	2%	-4%	-6%	-6%
N#Cc1ccc(/C=N/N=C(N)N)cc1	-2%	24%[38.3 µM]	-1%	-6%	5%	0%	11%
Clc1ccccc1Cn1nnc2c(NCCN3CCOCC3)ncnc21	-3%	23%[38.3 µM]	-2%	-3%	0%[10 µM]	-2%	6%
Cn1c(=O)c2c(nc(CN3CCN(CCO)CC3)n2Cc2cccc3ccccc23)n(C)c1=O	-9%	40%[activator][38.3 µM]	-3%	8%	0%[0.074 µM]	-2%	8%
NC1=NC[C@H](c2ccccc2)N1CCc1cccc(F)c1	18%[9.22 µM]	.	.	1%	22%[10 µM]	-1%	3%

Only part of the results is shown; count on the stated rates, not on these rows.
